AMA1-RON2 inh – qHTS for Inhibitors of AMA1-RON; Towards Development of Antimalarial Drug Lead: Primary Screen | Plasmodium falciparum AMA1 (3D7) - RON2 peptide interaction | AlphaScreen AMA1-biotinylated RON2 peptide binding | Potency, µM (doses to about 58.2 µM), for the others: top-dose activity change, negative = inhibition, most hits filed as inhibitors | actives 0.2% (n = 360,000);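 also: potency is read from the fitted curve at half-maximal effect; 0% = vehicle wells and -100% = peptide control; nearly all actives have a fitted effect of over 45% in size; some results filed as inactive show a strong effect at the top dose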
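AMA1 (3D7) with his tag at 25 nM final met compounds first, then biotinylated RON2 peptide at 25 nM; detection used donor plus acceptor beads, 10 µg/mL apiece, read by AlphaScreen after 30 min at room temperature.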
Sm TGR block – qHTS Assay for the Inhibitors of Schistosoma Mansoni Peroxiredoxins | Schistosoma mansoni thioredoxin glutathione reductase (TGR), Q962Y6 | purified TGR, DTNB reduction, TNB absorbance 405 nm | Potency, µM (highest dose often 114 µM), inactives show at the top dose activity change, negative = inhibition, most hits filed as inhibitors | actives 3% (n = 360,000) | AID 485364, 2010; also: potency is read from the fitted curve at half-maximal effect; nearly all actives have a fitted effect of over 60% in size
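TGR 20 nM + NADPH 100 uM (dispensed conc.), cpd preinc 15 min RT; start with NADPH (500 uM addition) then DTNB (15 mM addition). Kinetic TNB absorbance, 405 nm filter. Four-parameter Hill fit across titration.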
HCMV inh – qHTS Assay for inhibitors of the human cytomegalovirus (HCMV); AID 1259415, 2018; actives 4.5% (n = 410,000); HFF cells, HCMV-luciferase reporter, 72 h; stronger effect = lower value; activity change, negative = inhibition, % at 57.5 µM; in the data active = activity change below about -60%; inconclusive = no clear call, values can overlap the other calls; inactive = above about -39%
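Screen run at 2 compound doses on HFFs infected with reporter HCMV, MOI 1 PFU/cell. Luciferase activity from cell lysates at 72 h post infection gave inhibition relative to buffer-only and Salinomycin wells.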
FBPA Giardia inh – qHTS Assay for Inhibitors of Fructose-1,6-bisphosphate Aldolase from Giardia Lamblia; A8B2U2; purified Giardia FBPA; Potency, µM (titrated, usually from 59.6 µM), for inactives: at the highest dose activity, negative = inhibition, hits mostly inhibitors; actives 0.71% (n = 290,000); also: potency is read from the fitted curve at half-maximal effect; nearly all actives have a fitted effect of over 55% in size
Target sequence (A8B2U2 whole entry, looked up): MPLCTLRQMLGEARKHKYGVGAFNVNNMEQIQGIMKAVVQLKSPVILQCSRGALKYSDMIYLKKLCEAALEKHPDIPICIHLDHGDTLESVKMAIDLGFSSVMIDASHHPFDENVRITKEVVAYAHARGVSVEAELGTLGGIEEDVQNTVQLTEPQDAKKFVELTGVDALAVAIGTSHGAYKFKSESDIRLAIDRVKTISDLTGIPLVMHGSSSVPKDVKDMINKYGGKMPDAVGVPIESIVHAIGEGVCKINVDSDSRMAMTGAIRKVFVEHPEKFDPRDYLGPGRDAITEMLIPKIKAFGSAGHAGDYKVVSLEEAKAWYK
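Giardia FBPA (40 nM reagent) was preincubated 10 min at RT with compound (up to 57.5 uM final), then substrate plus GAPDH/TPI/NAD/arsenate coupling system with diaphorase/resazurin was added; resorufin fluorescence (525/598 nm) was read after 20 min.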
HCV inhibitor – qHTS Assay for Inhibitors of Hepatitis C Virus (HCV) | Huh7.5.1 HCVcc-Cre infection, luciferase reporter, 44 h | Potency, µM (series often up to 41.8 µM), inactives show top-dose activity change, negative = inhibition, usual class: inhibitors | actives 3.4% (n = 340,000) | AID 651820, 2012; also: potency is read from the fitted curve at half-maximal effect
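Reporter virus HCVcc-Cre (~0.5 moi) infects cells exposed to compound; seeding density 1,000 cells/well with 4 h settling beforehand. Luminescence, 15 sec read, taken 44 h post-infection following a 15 min RT substrate incubation.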
AmpC inh detg – qHTS Inhibitors of AmpC Beta-Lactamase (assay with detergent) | actives 0.041% (n = 370,000) | Potency, µM (highest dose often 114 µM), inactives show at the top dose activity change, negative = inhibition, most hits filed as inhibitors | P00811 | AmpC hydrolysis of nitrocefin, absorbance 480 nm, 0.01% Triton;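 also: potency is read from the fitted curve at half-maximal effect; 0% = no-compound wells and -100% = no-enzyme wells; nearly all actives have a fitted effect of over 25% in size; some results filed as inactive show a strong effect at the top dose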
Target sequence (P00811 whole entry, looked up): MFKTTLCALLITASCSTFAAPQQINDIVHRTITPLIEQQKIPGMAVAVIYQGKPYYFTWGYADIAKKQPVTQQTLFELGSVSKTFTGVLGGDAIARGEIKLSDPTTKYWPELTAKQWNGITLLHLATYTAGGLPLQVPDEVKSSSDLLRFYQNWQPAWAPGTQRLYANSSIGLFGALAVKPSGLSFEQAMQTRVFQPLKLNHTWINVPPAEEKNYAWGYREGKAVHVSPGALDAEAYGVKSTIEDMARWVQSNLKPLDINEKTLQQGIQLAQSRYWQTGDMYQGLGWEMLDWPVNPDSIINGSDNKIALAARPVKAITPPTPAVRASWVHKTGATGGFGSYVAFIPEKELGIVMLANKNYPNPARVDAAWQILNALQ
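20 mM phosphate pH 7.0 + 0.01% (detergent screen) or 0.0001% Triton X-100; 5.3 nM AmpC reagent; cpd preinc 15 min RT; nitrocefin (800 uM stock) to start; A480 q20 s × 4 min; Activity was normalised to no-enzyme and no-compound control wells.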
* = called active by the depositor; ? = inconclusive; nt = not tested or not shown; [ ] = remark or other dose. Unless noted, calls follow the shape of the dose curve; as a rule, active = well fitted curve in the direction sought with a large enough effect; inconclusive = small, poorly fitted or top-dose-only effect, or another doubt; inactive = no such curve, though single readings can be large; an effect the other way counts as inactive or inconclusive. Unless noted, % is scaled to controls: 0 for no effect and ±100 for the full control effect.

SMILES | AMA1-RON2 inh | Sm TGR block | HCMV inh | FBPA Giardia inh | HCV inhibitor | AmpC inh detg
Cc1ccc(C2(c3noc(CN(C)Cc4cnn(C)c4)n3)CCCC2)cc1 | -14% | 0% | -23 | -5% | ? | -2%
Cc1oc(S(=O)(=O)N2CCCC2)cc1C(=O)Nc1ccc(F)cc1 | 7% | 2% | ? | 6% | -4% | -12%
Cc1ccccc1CN1C[C@@H]2C[C@@H](c3cnc(N4CCOCC4)s3)N3CCC[C@@]23C1=O | 1% | 16µM* | -76* | -23% | ? | -1%
O=C(O)c1ccc(OCC(O)Cn2cnc3ccccc32)cc1 (stereo unspecified) | -17% | 0% | 5 | ? | 20% | 1%
Cc1ccc(N(CC2CO2)S(=O)(=O)c2ccc([N+](=O)[O-])cc2)cc1 (stereo unspecified) | -2% | 32µM* | -16 | 8% | -4% | 0%
CCCOc1ccc(C(=O)c2nc3c(n2O)CCCC3)cc1 | 43%[activator] | 11% | -2 | 4% | -21% | 2%
NC(=O)c1nnsc1Sc1c(C(N)=O)nnn1-c1cccc(N)c1 | -4% | ? | -12 | -4% | ? | ?
COc1ccc(CCNC(=O)CSc2ccc(-c3ccccc3)nn2)cc1 | nt | -3% | nt | 0% | 0% | ?
O=C1CN(C(=O)CSc2nc3cc(Cl)ccc3c(=O)n2Cc2ccccc2)c2ccccc2N1 | 51%[activator] | -2% | ? | 7% | 11µM* | -3%
CCOc1ccc(/C=N/NC(=O)c2ccc(Cn3cc(Br)cn3)o2)cc1 | 3% | 6% | 7 | -1% | 0% | 1%
NC(=O)C1CCN(CC(=O)N2c3ccccc3CCc3ccccc32)CC1 | -18% | -4% | 31 | -2% | -5% | 3%
CCOC(=O)N1CCC(NC(=O)c2sc(-n3cccc3)nc2C)CC1 | -3% | 3% | -11 | 4% | 4% | -2%

Sorted by count of non-hydrogen atoms (low to high): part of the list above.
SMILES | AMA1-RON2 inh | Sm TGR block | HCMV inh | FBPA Giardia inh | HCV inhibitor | AmpC inh detg
CCCOc1ccc(C(=O)c2nc3c(n2O)CCCC3)cc1 | 43%[activator] | 11% | -2 | 4% | -21% | 2%
Cc1oc(S(=O)(=O)N2CCCC2)cc1C(=O)Nc1ccc(F)cc1 | 7% | 2% | ? | 6% | -4% | -12%
CCOc1ccc(/C=N/NC(=O)c2ccc(Cn3cc(Br)cn3)o2)cc1 | 3% | 6% | 7 | -1% | 0% | 1%
Cc1ccc(C2(c3noc(CN(C)Cc4cnn(C)c4)n3)CCCC2)cc1 | -14% | 0% | -23 | -5% | ? | -2%
Cc1ccccc1CN1C[C@@H]2C[C@@H](c3cnc(N4CCOCC4)s3)N3CCC[C@@]23C1=O | 1% | 16µM* | -76* | -23% | ? | -1%
O=C1CN(C(=O)CSc2nc3cc(Cl)ccc3c(=O)n2Cc2ccccc2)c2ccccc2N1 | 51%[activator] | -2% | ? | 7% | 11µM* | -3%

Going on with the list.
SMILES | AMA1-RON2 inh | Sm TGR block | HCMV inh | FBPA Giardia inh | HCV inhibitor | AmpC inh detg
Cc1ccccc1Cn1c2ccccc2c2cnn(CC(=O)NCc3ccco3)c(=O)c21 | 16% | -1% | -96* | 1% | -25% | 6%
COc1cc(CNCc2ccccn2)ccc1OCc1ccc(Cl)c(Cl)c1 | 30%[activator] | 6% | 23 | -6% | -21% | -5%
COCC(C)n1c(=O)sc2ccccc2c1=O (stereo unspecified) | 0% | -2% | ? | 2% | -13% | ?
COc1ccc(N2CCC(CNC(=O)Nc3ccc(Cl)cc3)C2)cc1 (stereo unspecified) | ? | -18% | -26 | -14% | ? | 3%
C=CCSc1nc(C)c(CC(=C)C)c(=O)[nH]1 | -11% | -1% | 12 | -3% | 12% | 4%
COC(=O)c1ccc(CNC(=O)/C=C/c2cc([N+](=O)[O-])ccc2OC(F)F)cc1 | -3% | -19% | 9 | 2% | -14% | 0%
Cc1ccc(S(=O)(=O)NCC(c2cccnc2)N2CCc3ccccc32)cc1 (stereo unspecified) | -25% | -25% | 46 | 13% | ? | -12%
COc1ccc(C2=NOC(C(=O)NC(C)(C)C)C2)cc1 (stereo unspecified) | -1% | 4% | 30 | 4% | 4% | 4%
O=c1c2c3c(sc2n2cnnc2n1Cc1ccccc1)CN(Cc1ccccc1)CC3 | ? | -16% | 10 | -12% | 7.9µM* | 0%
CCOC(=O)C1CCN(c2cc(C)nc3ccc(OC)cc23)CC1 | 9% | 3% | 16 | 0% | ? | -2%
CCCCCCc1c(O)nc(SCCN(C)C)[nH]c1=O | -12% | 0% | ? | -6% | 7% | 2%
COc1ccccc1N1CCN(c2ccc(Cl)nn2)CC1 | -1% | 6% | -20 | -1% | 6% | 0%
CCCCc1nn2c(=O)cc(COC(=O)c3ccc4c(c3)OCO4)nc2s1 | nt | -6% | 13 | nt | nt | 7%
CC(NC(=O)COc1ccc(-c2nnco2)cc1)c1ccc(Cl)cc1Cl (stereo unspecified) | -4% | -15% | -22 | -1% | -3% | 1%
Cc1nn(C)c(C)c1NS(=O)(=O)c1ccc(N2CCCC2=O)cc1 | -10% | 8% | -62* | 3% | ? | -6%
Nc1cc(Cl)ccc1N1CCOCC1 | -6% | 52%[activator] | -29 | -1% | -2% | ?
CCOc1ccc(C(c2nnnn2Cc2ccccc2)N2CCN(C(=O)c3ccco3)CC2)cc1 (stereo unspecified) | -3% | nt | -4 | nt | 5% | nt
COCCCNC(=O)Cn1c(=O)n(-c2ccc(C)c(C)c2)c(=O)c2c3c(sc21)CCCCC3 | nt | 89µM* | 5 | nt | nt | 14%
CCC(C)(C(=O)NC1CCCCC1)N(C(=O)C1CCC(=O)N1)c1ccc(C)cc1 (stereo unspecified) | -2% | 37%[activator] | -27 | 3% | 8% | -7%
O=[N+]([O-])c1cccc(C(=S)N2CCCC2)c1 | 16% | 0% | -31 | -1% | 6% | 2%
COc1ccc(C(c2nnnn2CS(=O)(=O)c2ccc(C)cc2)N2CCN(Cc3ccccc3)CC2)cc1 (stereo unspecified) | -20% | nt | -37 | nt | -25% | nt
CCO[C@@H]1OC(C(=O)Nc2ccccc2)=C[C@H](c2ccc(C(F)(F)F)cc2)[C@H]1CCCO | 0% | -19% | 1 | -16% | ? | 2%
CCOC(=O)C(C)Sc1cnccn1 (stereo unspecified) | -2% | 1% | -12 | -2% | 8% | 5%
CC(C)(C)NS(=O)(=O)c1ccc(NC(=O)CS(=O)(=O)Cc2ccccc2)cc1 | 5% | 2% | -3 | nt | 20% | 1%
COC(=O)C1=C(C)N=C2SC(C)C(=O)N2C1c1cccs1 (stereo unspecified) | 4% | 3% | 17 | -4% | 1% | 5%
O=[N+]([O-])c1ccc(NN=Cc2ccc(O)cc2O)nc1 | 45%[activator] | nt | -98* | nt | ? | nt
NC(=O)c1cc([N+](=O)[O-])c(Cl)cc1NCc1cccnc1 | 0% | -2% | -22 | nt | ? | -4%
COc1ccc(OC)c(S(=O)(=O)Nc2cc3c4c(c2)C(C)C(=O)N4CCC3)c1 (stereo unspecified) | 1% | -5% | -8 | nt | -24% | -15%
CCOc1ccccc1NC(=O)c1nnn(CC(=O)Nc2ccc(OC)c(OC)c2)c1N | nt | 2% | -22 | nt | nt | -5%
COc1ccccc1NC(=O)CCC(=O)OCc1ccc(Cl)cc1 | 6% | -8% | 5 | -5% | 16% | 1%
COC(=O)[C@@H]1C[C@]2(OC(=O)c3ccccc3)C=CC(=O)C[C@@H]2N1C(=O)OCc1ccccc1 | -5% | -12% | -98* | -5% | ? | -4%
Fc1ccccc1-c1nc2c(s1)CCc1onc(-c3ccc(Br)cc3)c1-2 | -3% | nt | -7 | nt | -17%[8.37 µM] | nt
NC(=O)c1ccccc1NC(=O)c1cccc(C(=O)Nc2ccccc2C(N)=O)n1 | 30% | nt | -37 | nt | 4% | nt
COc1ccc2c(c1OC)C(=O)N(c1ccc(OCc3ccccc3)cc1)C2=O | 2% | 8% | -1 | 13% | 12% | -10%
CN1CCN(C(=O)c2cc(Oc3c(F)c(F)c(F)c(F)c3F)cc(C(=O)N3CCN(C)CC3)c2)CC1 | 9% | -11% | -12 | 1% | 5% | -4%
CCOc1ccc(NC(=O)CN2CCN(c3ccc(F)cc3)CC2)cc1 | -1% | 26% | ? | 2% | -13% | -4%
COc1cccc2sc(NC(=O)c3ccc(S(=O)(=O)N4CCC(C)CC4)cc3)nc12 | nt | 2% | -15 | nt | nt | -5%
CC(=O)Nc1ccc(NC(=O)COC(=O)c2cc(S(=O)(=O)N3CCCC3)ccc2O)cc1 | 0% | nt | 20 | nt | 1% | nt
Cc1cc(Nc2ccc(Cl)cc2)nc(N)n1 | 2% | -30% | 51 | -23% | -5% | -10%
COc1ccc(/C=C2\SC(=O)N(CCC(=O)N(C)C3CCS(=O)(=O)C3)C2=O)cc1 (stereo unspecified) | 2% | -11% | 12 | nt | ? | 5%
CC(NC(=O)c1ccccc1)C(=O)OCC(=O)Nc1cccc(S(=O)(=O)N2CCCC2)c1 (stereo unspecified) | -4%[11.6 µM] | nt | -29 | nt | 12% | nt
COc1ccc(C(=O)N/N=C/C(=O)c2ccccc2)cc1 | 14% | -8% | -21 | 3% | 17% | 0%
COc1ccc(-c2csc3ncn(-c4ccccc4OC)c(=O)c23)cc1OC | -9% | -2% | 57 | -3% | ? | -5%
O=C(COc1cccc2c1CCNC2=O)Nc1cccc(C(F)(F)F)c1 | 10% | -3% | nt | nt | -20% | -17%
O=C(CN(c1ccc(Br)cc1)S(=O)(=O)c1ccc(Cl)c([N+](=O)[O-])c1)NCCc1ccccc1 | 4% | nt | -21 | 7% | ? | 1%
COc1ccccc1NC(=O)COC(=O)c1cc2c(s1)CCC2 | 17% | -3% | 8 | nt | -21% | -16%
Cc1cnc2cc(Cl)ccc2c1SCC(=O)O | 2% | 8% | ? | 18% | 3% | -9%
O=C(NC(NC(=S)Nc1ccccc1C(=O)O)C(Cl)(Cl)Cl)c1cccc([N+](=O)[O-])c1 (stereo unspecified) | 14% | 11% | 24 | -4% | -10% | 4%
CCOC(=O)c1cc(-c2ccc(OC)c(S(=O)(=O)NC3CCCCC3)c2)on1 | nt | 6% | -69* | nt | nt | -6%
Cc1cc(=O)n2[nH]c(N3C(=O)CCC3=O)nc2n1 | -11% | 2% | 6 | -17% | -1% | -4%
CCN1CCN(c2ccc(S(=O)(=O)N3CCOCC3)cc2NC(=O)c2sccc2C)CC1 | -1% | -10% | 6 | nt | 4% | ?
NC1(C(=O)O)CCCc2ccc(N(CCCl)CCCl)cc21 (stereo unspecified) | -19% | nt | -63* | nt | ? | nt
CCc1ccc(-c2nn(-c3ccccc3)cc2CSC(=N)N)cc1 | 0% | -3% | -1 | -6% | 10µM* | -2%
CN1C(=O)C2(c3ccccc31)N(c1cccc(C(F)(F)F)c1)C(=O)CS2(=O)=O (stereo unspecified) | nt | -1% | -8 | nt | nt | 4%

Source: PubChem BioAssay
